# KB-3-1 cytotox = qHTS assay for MDR1-selective chemotherapeutics: Primary screen using the parental adenocarcinoma cell KB-3-1. KB-3-1 viability, CellTiter-Glo ATP luminescence, 72 h. Potency, µM (titrated, usually from 46.1 µM), for the others: at the top dose activity change, negative = cytotoxic, usual class: cytotoxic. AID 1347075, 2019. hit rate 1.4% among 400,000; further: potency means the concentration at half of the fitted maximal effect; on the % scale 0 is the no-effect control and ±100 the full control effect; nearly all actives have a fitted effect of over 60% in size
#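 Viability of parental KB-3-1 cells, measured by CellTiter-Glo luminescence, followed a 72 h incubation at 37 °C with pinned compounds in phenol-red-free DMEM containing 10% FBS.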
# IL-1B inflam inh = qHTS for Inhibitors of Inflammasome Signaling: IL-1-beta AlphaLISA Primary Screen | THP-1 LPS/ATP IL-1B secretion, AlphaLISA, 16 h; active compounds read low | activity change, % at 57.5 µM | hit rate 4.7% among 360,000; in the data active means activity change below about -50%; inconclusive means mostly about -30% to -49%; further: on the % scale 0 is the no-effect control and ±100 the full control effect
#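 THP-1 cells pretreated 1 hr with compounds (up to 57.5 uM final), then stimulated with LPS (250 ng/mL final) plus ATP (1.25 mM final); secreted IL-1B measured by AlphaLISA after 16 hr, decreased signal indicating inhibition.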
# SW480 rereplic = A quantitative high throughput screen for small molecules that induce DNA re-replication in SW480 colon adenocarcinoma cells; SW480 DNA re-replication, Hoechst DNA content imaging, 48 h; Potency, µM (titrated, usually from 46.1 µM), for the others: at the highest dose re-replication activation, most hits filed as activators; AID 624297, 2012; hit rate 1.8% among 340,000; further: potency means the concentration at half of the fitted maximal effect; % of control where 0% means no effect; nearly all actives have a fitted effect of over 55% in size
#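 Image-based read-out: total Hoechst fluorescence of nuclei (405 nm excitation, 500-530 nm emission), with hits raising the fraction of high-intensity nuclei. SW480 colon cells incubated 48 hr with compounds at 37 C.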
# HT1080NT lethal = qHTS for induction of synthetic lethality in tumor cells producing 2HG: qHTS for the HT-1080-NT fibrosarcoma cell line. hit rate 1.6% among 360,000. Potency, µM (doses to about 46.1 µM), for inactives: at the highest dose activity, negative = less viability, most hits filed as cytotoxic. AID 686970, 2013. HT-1080-NT fibrosarcoma viability, CellTiter-Glo ATP luminescence, 48 h;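 further: NT is the 2HG producing partner of a matched IDH1 knockdown line; potency means the concentration at half of the fitted maximal effect; 0% = DMSO-treated cells and -100% = media-only wells without cells; nearly all actives have a fitted effect of over 55% in size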
#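 Viability of the 2HG-overproducing fibrosarcoma line after 48 hours of compound exposure at 37 degrees C was determined by luminescence with CellTiter-Glo, and concentration-effect curves were then fitted and categorized.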
# ATXN viability = Viability Counterscreen for Primary qHTS for Inhibitors of ATXN expression; S2 cells (HEK-293 line with an ATXN2-luciferase reporter) viability, CellTiter-Fluor protease fluorescence, 24 h; Potency, µM (highest dose often 56.7 µM), most hits filed as cytotoxic; hit rate 0.49% among 400,000; AID 651635, 2014; further: potency means the concentration at half of the fitted maximal effect; nearly all actives have a fitted effect of over 40% in size
# HT1080 IDH1KD tx = qHTS for induction of synthetic lethality in tumor cells producing 2HG: qHTS for the HT-1080-IDH1KD cell line | HT-1080 IDH1 knockdown viability, ATP luminescence, 48 h | Potency, µM (highest dose often 46.1 µM), for the others: top-dose activity, negative = toxicity, most hits filed as cytotoxic | hit rate 2% among 360,000;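 further: potency means the concentration at half of the fitted maximal effect; 0% = DMSO wells and -100% = cell-free medium wells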
#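 % activity derives from luminescence (CellTiter-Glo), normalised to DMSO and no-cell wells. HT-1080-IDH1KD cells, 750/well, had 48 h compound exposure at 37 °C.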
# HepG2 tox = qHTS for Inhibitors of TGF-b: Cytotox Counterscreen; HepG2 CAGA-GFP viability, ATP luminescence, 18 h; Potency, µM (series often up to 46.1 µM), without a hit: at the top dose activity change, negative = cytotoxicity, usual class: cytotoxic; hit rate 0.76% among 410,000; AID 588856, 2011; further: potency means the concentration at half of the fitted maximal effect; some results filed as inactive show a strong effect at the top dose
#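 CellTiter-Glo luminescence gave cytotoxicity after 18 hours at 37 degrees C. The cells were HepG2 CAGA-GFP in 1% FBS DMEM, stimulated with 500 pg/mL TGF-beta after compound addition. %Activity was normalised to no-cell wells (complete cell-killing) and DMSO (no toxicity), and curves were fitted and classified.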
# ATXN2 expr inh = Primary qHTS for Inhibitors of ATXN expression; hit rate 0.72% among 360,000; HEK-293 ATXN2-luciferase reporter, luminescence, 24 h; Potency, µM (series often up to 57 µM), without a hit: at the top dose activity change, negative = inhibition, most hits filed as inhibitors; further: potency means the concentration at half of the fitted maximal effect; on the % scale 0 is the no-effect control and ±100 the full control effect; nearly all actives have a fitted effect of over 55% in size
#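 ATXN2-luciferase reporter cells (luciferase flanked by upstream and downstream ATXN2 gene portions) were treated 24 h at 37 °C with compounds at up to 57 uM. SteadyGlo luminescence gave expression; GF-AFC fluorescence gave viability.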
# MCF10A rereplic = A quantitative high throughput screen for small molecules that induce DNA re-replication in MCF 10a normal breast cells | MCF 10A DNA re-replication, Hoechst nuclear intensity, 48 h | Potency, µM (doses to about 46.1 µM), for the others: top-dose activity, positive = re-replication, most hits filed as activators | hit rate 2.9% among 350,000; further: potency means the concentration at half of the fitted maximal effect; % of control where 0% means no effect; nearly all actives have a fitted effect of over 50% in size
# The depositor's hits bear a star; i = inactive; ? = inconclusive; / = no result given; & = joins results of further samples; [ ] = another dose, or the depositor's remark. Unless noted, the call rests on the fitted dose curve; in most records, active means well fitted curve in the direction sought with a large enough effect; inconclusive means small, poorly fitted or top-dose-only effect, or another doubt; inactive means no such curve, though single readings can be large; an effect the other way counts as inactive or inconclusive.
Structure	HT1080 IDH1KD tx	ATXN2 expr inh	ATXN viability	KB-3-1 cytotox	HepG2 tox	MCF10A rereplic	IL-1B inflam inh	HT1080NT lethal	SW480 rereplic
COc1cc(O)ccc1/C=N/NC(=O)c1ccc([N+](=O)[O-])cc1	0%	-9%	i	14%	-2%	-3%	19	4%	-1%
c1ccc(NC2=Nc3ccccc3CC2)cc1	-7%	53%[activator]	i	-15%	0%	-2%	27	-1%	-11%
CC1CCCN(CCCN2C(=O)C3C(C(=O)Nc4ccc(Cl)cc4)C4C=CC3(O4)C2C(=O)NC2CCCCC2)C1 (stereo not given)	10%	-6%	i	-3%	-30%	17%	?	8%	?
CC1(C(=O)NCc2cccs2)CCN1C(=O)Cc1cccc2ccccc12 (stereo not given)	0%	-11%	i	0%	-32%	/	-4	-4%	/
CC12CCC(C(=O)NCc3ccccc3)(OC1=O)C2(C)C (stereo not given)	5%	-6%	i	19%	-17%	5%	-8	7%	-12%
CC(C)C(C(=O)NC1CCCC1)N1CCN(c2ncccc2C#N)CC1 (stereo not given)	15%	/	/	-1%	/	/	-11	12%	/
COc1cccc(-c2cc3nc(NCCCN(C)C)n(C)c(=O)c3s2)c1	?	-25%	i	-14%	-78%	/	-63*	?	/
COC(=O)c1sc(SC)c(-c2ccon2)c1C	1%	-19%	i	2%	-2%	-2%	9	-8%	-14%

# Reprinted from the part before: two compounds, then new ones.
Structure	HT1080 IDH1KD tx	ATXN2 expr inh	ATXN viability	KB-3-1 cytotox	HepG2 tox	MCF10A rereplic	IL-1B inflam inh	HT1080NT lethal	SW480 rereplic
COc1cccc(-c2cc3nc(NCCCN(C)C)n(C)c(=O)c3s2)c1	?	-25%	i	-14%	-78%	/	-63*	?	/
COC(=O)c1sc(SC)c(-c2ccon2)c1C	1%	-19%	i	2%	-2%	-2%	9	-8%	-14%
CCCCC1CCCOC(C(=O)NCCNCCO)(C(F)(F)F)C1 (stereo not given)	0%	4%	i	2%	-21%&-21%	-18%	-1	-12%	-7%
CCOC(=O)C1=C(CN(CC)Cc2ccccc2)NC(=O)NC1c1ccc(Cl)cc1 (stereo not given)	/	?	?	2%	-51%	/	/	/	/
CS(=O)(=O)N1CCC(C(=O)NCC2CCCO2)CC1 (stereo not given)	-1%	10%	i	6%	-32%	?	-20	-8%	?
Cc1ccc(-c2nc(C=Nc3cccc(C)c3)c(O)o2)cc1	18%	5%[11.3 µM]	i	17%	-2%	?	-19	5%	?
CNC(=O)C1CCC(Cn2c(=O)c3sccc3n(Cc3ccc(F)cc3)c2=O)CC1 (stereo not given)	/	4%	i	3%	-6%	/	/	/	/
CCOc1ccc(NC(=O)c2ccc(F)c(S(=O)(=O)N3CCCC3)c2)cc1	-24%	/	?	?	-7%	/	48	-17%	/
CC1(C)CC(=O)C2=C(C1)N(CCN1CCOCC1)C1=C(C(=O)CC(C)(C)C1)C2c1cccc(F)c1	4%	-11%	i	10%	2%	-1%	-6	2%	-3%
COc1ccc(CC(=O)NNC(=S)NC(=O)c2cccnc2)cc1	2%	-7%	i	-1%	3%	0%	28	8%	-8%
COc1cccc(/C=N/NC(=O)CN(CCc2ccccc2)S(=O)(=O)c2ccc(NC(C)=O)cc2)c1	-3%	2%	?	?	-14%	23%	0	-19%	?
CCc1ccccc1NC(=O)N1CCN(c2nnc(C)c3c(C)n(-c4ccccc4)nc23)CC1	/	2%	i	-5%	0%	/	/	/	/
Cc1ccccc1OCC(=O)OCC(=O)Nc1ccc2c(c1)OCO2	7%	1%	?	8%	0%	-3%	1	-1%	-5%
CC(=O)N1N=C(c2ccc(Cl)cc2)OC1(C)C	2%	2%	i	9%	2%	-2%	5	14%	0%
Fc1ccc(OCc2nn3c(Cn4nnc5ccccc54)nnc3s2)cc1	-1%	-3%	i	2%	0%	9%	-14	-3%	-8%
O=C(c1cccc(NC2=NC3CS(=O)(=O)CC3S2)c1)N1CCN(c2ccc(F)cc2)CC1 (stereo not given)	3%	-25%	i	6%	-3%	9%	23	1%	-10%
CCN(CC)S(=O)(=O)c1cc(NC(=O)CN2CCN(c3ccccn3)CC2)ccc1C	8%	/	?	2%	4%	11%	21	1%	-3%
O=S(=O)(NC1CCSc2ccccc21)c1ccccc1 (stereo not given)	-13%	19%	i	-3%	4%	-1%	13	-6%	1%
CC1=C(C(=O)OC(C)C)C(c2c(O)ccc3ccccc23)NC(=O)N1 (stereo not given)	-8%	7%	i	3%	-20%	0%	-10	-2%	-12%
Cc1ccc(-c2noc(CSc3nnc(C)n3-c3ccc(C)c(C)c3)n2)cc1	/	?	?	-2%	-53%	/	/	/	/
COc1ccc(/C=C2\SC(N)=NC2=O)cc1	-13%	-9%	i	-4%	-4%	11%	-6	-7%	0%
Cc1cccc(C)c1OCc1cc(C(=O)N2CCN(c3ccc(F)cc3)CC2)no1	-15%	7%	i	-23%	-12%	?	-51*	-4%	3%
COc1cc(C)c(NC(=O)c2cccc(S(=O)(=O)N3CCCC3)c2)cc1OC	12%	-7%	i	-1%	3%	7%	13	-1%	-4%
O=C1C2CC=CCC2C(=O)N1Nc1ccccc1 (stereo not given)	?	-26%	i	-8%	14%	-2%	12	21µM*	?
COc1ccc(C(=O)n2c(N)nc3ccccc32)cc1OC	19%	40%[activator]	i	-4%	-22%	2%	0	19%	-7%
O=C(NCc1ccc(Cl)cc1)NCc1noc2ccccc12	/	1%	i	1%	-3%	/	/	/	/
C=CCN(C(=O)c1ccc2snnc2c1)c1ccccc1	4%	8%	i	-9%	-12%	-21%	10	9%	1%
Cc1noc(C)c1COC(=O)c1ccc2c(c1)OCCO2	11%	15%	i	18%	5%	-3%	9	20%	-1%
CCC(C)(C)C1CCC2(CC1)NC(=O)N(CC(=O)Nc1nc(-c3ccc(C)cc3)cs1)C2=O (stereo not given)	4%	0%	i	15%	4%	8%	16	0%	?
Cc1cc2cc3c(cc2nc1SCC(=O)N1c2ccccc2CC1C)OCO3 (stereo not given)	2%[9.24 µM]	-19%	i	-29%	-35%	28%	-10	?	10%
Cc1cccn(Cc2c(F)cccc2Cl)c1=O	3%	6%	i	15%	8%	2%	8	0%	-17%
CC(C)C(NS(=O)(=O)c1ccccc1)C(=O)N1CCCCCC1 (stereo not given)	11%	8%	?	?	5%	?	19	-3%	-5%
C=CCn1c(-c2ccc(Cl)cc2)cnc1SC(C)C(=O)NC(N)=O (stereo not given)	-5%	-20%	i	3%	-3%	-5%	-29	-5%	-7%
NC(=O)c1cc([N+](=O)[O-])ccc1NCc1ccc(N)cc1	3%	3.5µM*	i	2%	6%	?	-17	0%	-14%
C/C(=N/NC(=S)Nc1cccc(C)c1)c1cccc([N+](=O)[O-])c1	1%	/	?	-30%	-35%	7%	-21	-4%	-8%
CCc1nnc(NC(=O)C2CCCN2C(=O)Nc2ccc(C)cc2)s1 (stereo not given)	9%	-6%	i	3%	10%	-6%	-2	10%	-22%
O=c1n(S(=O)(=O)c2cccc3cccnc23)c2ccccc2n1S(=O)(=O)c1cccc2cccnc12	-7%	0%	i	-20%	-6%	2%	-4	3%	1%
Cc1ccc(C2c3cccn3CCN2S(=O)(=O)c2ccc([N+](=O)[O-])cc2)cc1 (stereo not given)	/	-14%	i	0%	0%	/	/	/	/
O=C(CNC(=O)C1COc2ccccc2O1)Nc1ccc(F)c(F)c1 (stereo not given)	0%	-1%	i	0%	-20%	1%	26	0%	-5%
O=C(NCC1CC1)C1(S(=O)(=O)c2ccccc2)CC=CC1	14%	4%	i	13%	-15%	2%	25	-1%	-11%
Cc1ccc(NC(=O)c2cc(S(=O)(=O)N3CCc4ccccc43)cn2C)cc1	-10%	2%	i	?	-17%	19%	-10	8%	2%
O=C(Nc1ccnn1C1CCN(Cc2ccc(O)c(Cl)c2)CC1)C1CCCC1	0%	-6%	i	7%	-8%	17%	-8	-4%	-5%
CC(C)n1c(C(F)(F)F)nc2cc(C(=O)N3CCC(O)CC3)ccc21	-3%	-14%	i	1%	18%	3%	-8	0%	?
N#CCC(=O)NC1CCC(CC2CCC(NC(=O)CC#N)CC2)CC1 (stereo not given)	-2%	-1%	i	/	-43%	-2%	2	6%	3%
CC(=O)Nc1ccc(NC2=CC(=O)CC(C)(C)C2)cc1	10%	-21%	i	13%	-90%	-3%	-9	2%	-3%
COc1ccc(NC(=O)CC2C(=O)N(C)C(=S)N2Cc2ccncc2)cc1 (stereo not given)	4%	-9%	?	-2%	4%	3%	5	1%	3%
O=C(c1cccc(Cl)c1)N1CCC(=O)N([C@H](COCc2ccccc2)Cc2ccccc2)CC1	-16%	-19%	?	-15%	/	/	?	-30%	/
CC(CCc1ccccc1)NC(=O)c1nnc(Cc2ccc(Cl)cc2)o1 (stereo not given)	-8%	-18%	i	-16%	-17%	11%	-59*	0%	2%
Cc1cc(NC(=O)CCC(=O)N(Cc2ccccc2)C(C(=O)NC2CCCC2)c2ccc(C)o2)no1 (stereo not given)	-16%	-7%	i	15%	1%	0%	-2	-18%	-5%
Cc1ccccc1-c1nc(CS(=O)CC(=O)N2CCN(c3cc(Cl)ccc3C)CC2)c(C)o1 (stereo not given)	/	-25%	i	-14%	-21%	/	/	/	/

# Assay outcomes from PubChem.
